High-throughput results deposited in PubChem BioAssay by several laboratories.
RSV CPE inhibition – RSV antiviral activity via CPE protection, HEp-2 cells, primary 10 µM value included (AID 2391); 0.13% of 310,000 active; CPE inhibition, % at 10 µM, or IC50 in µM where a hit was titrated; HEp-2 cells, RSV-induced CPE inhibition; higher % means a stronger effect; in the data active = a potency from the dose series; inconclusive = CPE inhibition mostly from about 23% at the one dose, without a potency; inactive = the rest, 99 in 100 with CPE inhibition below about 21%; also: strong numbers were not always called active
PMI inhibition – human PMI inhibitors, high substrate, primary screen, biochemical, fluorescence intensity, high mannose 6-phosphate (AID 1220); 0.66% of 190,000 active; recombinant PMI enzyme, coupled fluorescence intensity; higher % means a stronger effect; one-dose inhibition, % at 20 µM; IC50 in µM for titrated hits
PMI inhibitors – inhibitors of human PMI, primary screen, biochemical, fluorescence intensity, coupled assay (AID 1209); purified PMI enzyme, coupled fluorescence intensity; higher % means a stronger effect; one-dose inhibition, % at 20 µM; IC50 in µM for titrated hits; 0.42% of 190,000 active;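 also: plate controls were DMSO vehicle for no effect and wells lacking substrate for full effect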
P. falciparum M17LAP – P. falciparum M17LAP inhibitors, primary screen, biochemical, fluorogenic H-Leu-NHMec substrate, 1536-well (AID 1619). recombinant M17LAP, H-Leu-NHMec fluorogenic kinetic assay; higher % means a stronger effect. inhibition, % at 30 µM, or IC50 in µM where a hit was titrated. 0.38% of 220,000 active;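 active = compound inhibiting the enzyme by more than half at any dose during confirmatory dose-response retesting; inconclusive = strong single-dose inhibitors picked by rank but not retested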;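 also: plate controls were full reaction with DMSO carrier for no effect and no enzyme background for full effect; strong numbers were not always called active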
West Nile virus CPE – inhibition of WNV-induced cytopathic effect – cell-based, CPE readout (AID 1621) | West Nile virus-infected cells, CPE inhibition; higher % means a stronger effect | CPE inhibition, % at 10 µM, or IC50 in µM where a hit was titrated | 0.02% of 290,000 active; in the data active = a potency from the dose series; inconclusive = CPE inhibition mostly from about 3.7% at the one dose, without a potency; inactive = the rest, 99 in 100 with CPE inhibition below about 2.2%; also: strong numbers were not always called active
P. falciparum M1AAP – malaria alanyl aminopeptidase activity blockers – biochemical, fluorogenic H-Leu-NHMec substrate, 1536-well (AID 1445); recombinant M1AAP, H-Leu-NHMec fluorogenic kinetic assay; higher % means a stronger effect; inhibition, % at 30 µM; hits with a dose series show IC50 in µM; 0.42% of 220,000 active;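 active = primary inhibition above the hit cutoff, then over 50% inhibition at one or more dose response concentrations, cut at about 23% in these data, passing the limit was not always enough; inconclusive = conflicting primary data, or primary hits not chosen for dose response; inactive = low primary inhibition, or under 50% at every dose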;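 also: plate controls were DMSO full reaction for no effect and no enzyme background for full effect; strong numbers were not always called active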
T cell modulator – T cell immune modulators affecting CD8 T cell-vesicle binding | 2C CD8+ T cell-vesicle binding, flow cytometry; hits give low values | calls only at 7 µM | 0.068% of 330,000 active;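 active = response, share of CD8 T cells binding vesicles, and their 90th percentile fluorescence all below set limits, cut at about 80% in these data, passing the limit was not always enough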
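Material: murine 2C transgenic CD8+ T lymphocytes / Also added: QL9-peptide-loaded Drosophila micro-vesicles bearing Ld, ICAM-1 and B7-1 / Schedule: binding step 1.5 h, 37 °C, antibody labelling 20 min, ice / Signal: flow cytometry, PE anti-B7-1 (FL2) versus Alexa647 anti-CD8 (FL8), PFA-fixed / Evaluation: percent CD8+ FL2 mean versus row control / Benchmarks: naked versus QL9-loaded vesicles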
K1F lysis inhibition – protection from phage-mediated lysis, alamar blue read-out – E. coli UTI89, K1F phage, bacterial capsule biogenesis inhibitors (AID 488966); 0.02% of 340,000 active; one-dose inhibition, % at 100 µM; IC50 in µM for titrated hits; E. coli UTI89 K1F phage lysis, alamar blue, 2 h; higher % means a stronger effect;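 active = phage lysis inhibition, versus mean bacterial control, above a set limit; inconclusive = no clear call, values can overlap the other calls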;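 also: capsule biogenesis inhibitors block K1F phage lysis so surviving cells raise fluorescence; higher fluorescence means more inhibition of phage lysis; actives were called in the ten point dose series up to 300 µM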
TNAP activators – human TNAP enzyme activators, primary screen, biochemical, luminescent, no phosphate acceptor, uHTS (AID 1001); purified TNAP, luminescent activation assay, no phosphate acceptor; higher activation fold means a stronger effect; one-dose activation fold at 20 µM; EC50 in µM for titrated hits; 0.03% of 200,000 active; in the data active = activation fold from about 3, or a potency from the dose series; inactive = the rest, 99 in 100 with activation fold below about 1.6; also: many of its hits are not listed in these tables
T cell modulator vesicle-bound % – recorded beside T cell modulator, whose call it bears; double positive events, %; measured here: CD8+ vesicle-bound cell fraction;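 binding gate set so that unloaded-vesicle control wells show 10% double positive cells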
* marks the source's active call; other numbers are inactive results; i = inactive; ? = inconclusive; nt = no result given; [ ] = dose if it differs, or a comment. Rule as the data show it, unless noted: active = inhibition above about 50%; inactive = the rest. Outcome played no part in choosing rows. About 1.5% of those tested had a hit in this group.

SMILES	RSV CPE inhibition	PMI inhibition	PMI inhibitors	P. falciparum M17LAP	West Nile virus CPE	P. falciparum M1AAP	T cell modulator	T cell modulator vesicle-bound %	K1F lysis inhibition	TNAP activators
CN(C)S(=O)(=O)c1ccc(NC(=O)N2CCOCC2)cc1	1.1%	-2%	-4%	-1%	-0.1%	0%	i	41	0.1%	1.1
COc1cc(C2=NOC(C(=O)NCc3ccco3)C2)cc(OC)c1OC (stereo not drawn)	0.2%	4%	10%	10%	2.4%	4%	i	28	4.6%	1
Cc1ccc(OC(=O)c2ccc([N+](=O)[O-])cc2Cl)cn1	0.2%	nt	nt	nt	-0.5%	nt	i	31	0.2%	nt
COC(=O)CN1C(=O)N/C(=C/c2cc(OC)c(OC)cc2C)C1=O	2.1%	-4%	1%	32%	0.9%	11%	i	20	0.1%	1.1
CCN1C(=O)S/C(=C\c2ccc(N3CCOCC3)cc2C)C1=O	4.4%	7%	8%	-4%	0.4%	9%	i	7	0.2%	1
Cc1ccc(S(=O)(=O)N2CCCN(S(=O)(=O)c3ccc(C)c(C)c3)CC2)cc1C	-1.6%	16%	7%	0%	nt	-1%	i	47	0.9%	1
Cc1nn(Cc2ccc(Cl)cc2)c(C)c1NC(=O)C(c1ccccc1)c1ccccc1	4.9%	11%	14%	-6%	-0.5%	6%	i	23	0.0%	1
N#CCNC(=O)c1nn2c(C(F)(F)F)cc(-c3ccccc3)nc2c1Br	2.4%	nt	nt	nt	-0.1%	nt	i	48	-0.2%	nt
O=C(C/C=N\OCc1ccc([N+](=O)[O-])cc1)Nc1ccccc1	2.2%	0%	-2%	-5%	0.5%	2%	i	26	-0.3%	1
CC(=O)Oc1ccc(/C=C2/SC(=S)N(Cc3ccccc3)C2=O)cc1	?	nt	nt	nt	0.9%	nt	i	57	0.2%	nt
Cc1ccccc1NC(=S)NCc1ccc(F)cc1	1.0%	nt	nt	nt	0.3%	nt	i	58	-0.6%	nt
Cc1ccc(NC2c3ncccc3C(=O)N2Cc2cccs2)cc1C (stereo not drawn)	14%	-27%	-30%	-4%	-0.5%	7%	i	41	0.0%	1
O=C(N/C(=C/c1ccc(Br)cc1)C(=O)N1CCOCC1)c1ccc(Br)o1	0.7%	nt	nt	nt	-1.5%	nt	i	10	0.8%	nt
O=C/C(=C\Nc1ccccn1)c1nc2ccccc2o1	1.3%	18%	6%	-13%	0.4%	15%	i	53	6.6%	1.6
COc1ccc(CNC(=O)C2CCN(S(=O)(=O)c3ccc4c(c3)NC(=O)C(C)S4)CC2)cc1 (stereo not drawn)	8.7%	nt	nt	nt	-0.1%	nt	i	5	0.4%	nt
Cc1nc(/N=C(\N)NC(=O)N2c3ccccc3Sc3ccccc32)nc2ccccc12	9.9%	22%	17%	0%	-1.1%	21%	i	49	0.9%[50 µM]	1
CCNC(=O)c1ccccc1NC(=O)c1cccc(S(=O)(=O)N2CCC(C)CC2)c1	9.8%	8%	12%	3%	?	12%	i	41	1.2%	1
COc1cc(SC)ccc1C(=O)Nc1ccon1	0.9%	4%	7%	1%	0.2%	8%	i	43	-0.3%	1
COc1ccccc1C(=O)Nc1ncc2c(n1)CC(c1ccco1)CC2=O (stereo not drawn)	0.7%	24%	10%	11%	-0.3%	4%	i	31	1.8%	1
COc1ccc(-n2nnnc2SCC(=O)N2CCCc3ccccc32)cc1OC	7.7%	9%	10%	12%	0.2%	-3%	i	38	-0.4%	1
O=C(CN(c1ccccn1)S(=O)(=O)c1ccccc1)Nc1ccccc1	0.2%	-9%	-7%	2%	nt	-1%	i	57	0.4%	1.1
Brc1ccc(CSc2ncn[nH]2)cc1	3.7%	2%	5%	38%	0.6%	2%	i	19	0.1%	1.1
CC(=O)Nc1nc(CC(=O)c2ccccc2)cs1	4.7%	-2%	-2%	nt	-0.2%	nt	i	38	0.1%	1.1
C=C1CCC[C@]2(C)C[C@H]3OC(=O)C(CNC(C)CCCC(C)C)[C@H]3CC12 (stereo partly drawn)	-0.1%	nt	nt	nt	1.9%	nt	i	14	0.3%	nt
COc1ccc(N(CC(=O)NCCc2ccc(S(N)(=O)=O)cc2)S(=O)(=O)c2c(C)noc2C)cc1	-0.6%	nt	nt	nt	0.5%	nt	i	9	-0.1%	nt
O=C(Nc1ccc(-c2nc3ccccc3[nH]2)cc1)c1ccc(N2C(=O)CCC2=O)cc1	0.1%	0%	-6%	9%	0.3%	14%	i	44	1.4%	1.1
CC(=O)Nc1nc(C)c(-c2csc(Nc3cccc(C(C)=O)c3)n2)s1	16%	nt	nt	nt	0.6%	nt	i	27	-0.4%	nt
COc1ccc(CNc2nc3ccccc3n2CCN2CCOCC2)cc1	1.2%	1%	8%	11%	-0.2%	-2%	i	22	5.4%	1.1
CN1C(=O)C(C)(C)c2cc(S(=O)(=O)N3CCC(C(=O)Nc4ccc(Cl)cc4)CC3)ccc21	1.1%	nt	nt	nt	-1.2%	nt	i	22	-3.3%	nt
Cc1cc(N2CCOCC2)nc2ccc(NC(=S)NCCC(C)C)cc12	7.8%	nt	nt	nt	-1.3%	nt	i	32	-0.9%[50 µM]	nt
NC(=O)C1CCN(C(=O)CCC(=O)c2ccc(F)cc2)CC1	5.2%	nt	nt	nt	0.5%	nt	i	46	-0.1%	nt
O=S(=O)(c1ccc(OC(F)(F)F)cc1)N1CCC(O)(c2cccc(C(F)(F)F)c2)CC1	0.5%	nt	nt	nt	-0.7%	nt	i	21	-0.2%	nt
Cc1sc(NC(=S)NC(=O)c2ccc(C(C)(C)C)cc2)c(C#N)c1C	38%	6%	8%	12%	0.5%	-1%	i	9	0.0%	0.9
Cc1ccc(S(=O)(=O)NCC(=O)N(CCc2ccccc2)CC(=O)NCc2ccco2)cc1	nt	11%	1%	4%	-0.3%	7%	nt	nt	-0.5%	1.1
CC1(C)C(=O)Nc2ccccc2N1C(=O)CN1C(=O)c2ccccc2C1=O	1.7%	-1%	-2%	5%	-0.2%	-3%	i	15	-0.7%	1.1
O=C(CN(Cc1ccccc1Cl)C(=O)c1csnn1)NCc1ccc2c(c1)OCO2	0.1%	nt	nt	nt	-0.7%	nt	i	39	-0.4%	nt
Cc1c(C(=O)N/N=C/c2ccc(N3CCOCC3)cc2)nc2ccccn12	-1.3%	9%	7%	10%	-0.6%	6%	i	9	0.2%	1.2
CCc1ccc(NC(=O)Nc2cccs2)cc1	8.0%	-20%	-6%	39%	1.0%	11%	i	18	-1.0%	1.3
O=C(CCC1CCCN(C(=O)CC2=CCCCC2)C1)N1CCN(c2ccccn2)CC1 (stereo not drawn)	5.9%	6%	11%	nt	-1.1%	nt	i	30	-2.4%	1.1
CC(C)(C)[C@H]1C=C(C(=O)NCc2ccccc2)O[C@@H](OCc2ccc(CO)cc2)C1	-1.7%	14%	15%	-8%	0.1%	1%	i	45	-1.4%	1.1
O=C(CSCc1c(Cl)cccc1Cl)Nc1ccccc1-c1ccccc1	2.3%	6%	14%	12%	-0.8%	5%	i	32	-0.2%	1.2
Cc1cccc(C(=O)Nc2nc3ccc(S(C)(=O)=O)cc3s2)c1	2.7%	nt	nt	nt	-0.8%	nt	i	61	0.8%	nt
O=C(Cn1ccccc1=O)NCc1ccc(F)cc1	0.0%	nt	nt	nt	-0.5%	nt	i	42	0.1%	nt
CCn1c(C)cc(=O)cc1-c1ccc(Cl)cc1	-0.2%	nt	nt	nt	-0.5%	nt	i	32	0.1%	nt
Cc1ccc(-c2nnc(N(C)C(=O)C3CCCO3)s2)cn1 (stereo not drawn)	4.0%	-15%	-17%	-6%	0.5%	2%	i	35	-0.1%	1
Cc1cccc(C)c1N1CCN(S(=O)(=O)N(C)C)CC1	0.2%	6%	8%	-5%	-1.3%	-4%	i	43	0.4%	1.1
O=C(O)c1ccccc1O	0.6%	-23%	-21%	-18%	1.4%	4%	i	17	-0.5%	1.1
CCCSc1nnc(-c2c[nH]c3ccccc23)n1CC	3.1%	-4%	-1%	-3%	0.4%	3%	i	48	1.6%	1.2
O=C(NCCCN1CCOCC1)c1ccc(Sc2ccccc2Cl)c([N+](=O)[O-])c1	-1.2%	4%	4%	4%	-1.5%	13%	i	3	2.6%[50 µM]	1.1
COc1ccc(/C=C(\C#N)C(=O)NCc2cccs2)cc1OC	3.0%	0%	13%	2%	-0.6%	12%	i	10	3.2%	0.8
CCc1nnc(NC(=O)CN2C(=O)/C(=C/c3ccc(OC)c(OC)c3)SC2=S)s1	-0.8%	-3%	-5%	-5%	0.5%	-11%	i	19	nt	1.1
Cn1nc(-c2ccc(Cl)cc2)c2cc(C(=O)N3CCN(c4ccccc4)CC3)sc21	3.3%	11%	5%	-9%	-0.3%	-1%	i	27	?	1.1
COc1ccc(-c2csc3nc(-c4ccccc4)oc(=O)c23)cc1OC	3.4%	nt	nt	-1%	0.4%	1%	i	49	1.5%	1
Cc1ccc(NS(=O)(=O)c2ccc(CCC(=O)NCc3ccccn3)cc2)cc1	-1.6%	1%	-6%	1%	-0.8%	1%	i	58	1.9%	1.1
Cc1cc(C)cc(Nc2nc3c(S(=O)(=O)c4ccccc4)nnn3c3ccccc23)c1	0.6%	-13%	-9%	8%	-0.4%	17%	i	41	4.0%	1
O=C(CSC(=S)N1CCCC1)Nc1cc2c(cc1Br)OCCO2	3.1%	nt	nt	nt	0.8%	nt	i	26	1.2%[50 µM]	nt
CC(=O)Nc1ccc(S(=O)(=O)Nc2ccccn2)cc1	2.3%	3%	1%	4%	0.5%	3%	i	43	2.2%	1.1
Cc1ccc(S(=O)(=O)N2CCN(C(=O)CSc3nnnn3C)C2)cc1	0.7%	1%	3%	-10%	-0.1%	3%	i	33	-0.1%	1.2
CCOc1cccc(-c2csc(C3COc4ccccc4O3)n2)c1 (stereo not drawn)	2.9%	10%	40%	12%	-0.8%	9%	i	28	0.5%[50 µM]	1.1
C=CCSc1nnc(-c2ccccc2NC(C)=O)c(=O)[nH]1	1.8%	-5%	-8%	8%	1.2%	5%	i	17	-0.1%	1.1
